From PubChem
SRC2 inh = human SRC2 (NCOA2) inhibition; HEK293 GAL4-SRC2 luciferase reporter, luminescence; Q15596; inhibition, % at 9 µM; 370,000 compounds, 0.17% hits;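 active means inhibition above the mean inhibition of all tested compounds plus 3 SD, set per campaign, cut at about 52% in these data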;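 further: 0% = DMSO treated cells and 100% = cells given Gossypol at 36 µM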
TLR9-MyD88 inh = blocks human TLR9 binding to MyD88. Q9NR96+Q99836. CHO BLA complementation TLR9-MyD88, CCF4 FRET ratio. inhibition, % at 4.98 µM. 340,000 compounds, 0.21% hits. AID 504734;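 active means inhibition above the mean over all tested compounds plus 3 SD, cut at about 21% in these data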;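 further: 0% = DMSO only wells and 100% = clavulanate BLA inhibitor control wells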
NCOA1 inh = inhibitors of human steroid receptor coactivator 1 (SRC1) | HEK293 GAL4-SRC1 luciferase reporter, luminescence | inhibition, % at 3.6 µM | 360,000 compounds, 0.12% hits;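 active means inhibition above the campaign mean plus 3 SD, with each screening campaign given its own cutoff, cut at about 60% in these data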;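 further: 0% = DMSO treated cells and 100% = gossypol at 36 µM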
NR2F2 inh = NR2F2 (human) inhibition, primary screen | HEK293T NGFI-A luciferase reporter, luminescence | inhibition, % at 8.6 µM | 370,000 compounds, 0.7% hits | AID 686940;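 active means inhibition above a per-plate cutoff, mean inhibition of test wells between control levels plus 3 SD, cut at about 38% in these data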;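 further: cells cotransfected with COUP-TFII expression vector driving the NGFI-A reporter; 0% = median of COUP-TF2 test wells and 100% = reporter-only cells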
ABHD5 PLIN5 PPI = ABHD5-PLIN5 protein interaction inhibition; Split G. princeps luciferase complementation, luminescence, 4 h; inhibition, % at 4 µM; 360,000 compounds, 0.78% hits; AID 602281;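 active means inhibition above the mean inhibition across every tested compound plus 3 SD, cut at about 22% in these data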;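 further: 0% = DMSO only wells and the 100% control is not disclosed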
MC4R ag barr = activates human MC4R beta-arrestin recruitment; AID 540308; U2OS MC4R beta-arrestin complementation, luminescence; percent of melanotan II response, DMSO zero; activation, % at 8.9 µM; 360,000 compounds, 0.98% hits; P32245;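 active means activation above a per-plate cutoff, the mean activation of sample wells on that plate plus 3 SD, cut at about 8% in these data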
NCOA3 inh = inhibits human SRC3 coactivator. Q9Y6Q9. HEK293 GAL4-SRC3 luciferase reporter, luminescence. inhibition, % at 3.6 µM. 360,000 compounds, 0.17% hits;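 active means inhibition above a per-campaign cutoff, the mean of all compounds plus 3 SD, cut at about 60% in these data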;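 further: 0% = DMSO-treated cells and 100% = gossypol-treated cells at 36 µM; higher means less SRC3-driven luciferase light from the GAL4 reporter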
Target sequence (Q9Y6Q9 whole entry, looked up, the tested form may be a part): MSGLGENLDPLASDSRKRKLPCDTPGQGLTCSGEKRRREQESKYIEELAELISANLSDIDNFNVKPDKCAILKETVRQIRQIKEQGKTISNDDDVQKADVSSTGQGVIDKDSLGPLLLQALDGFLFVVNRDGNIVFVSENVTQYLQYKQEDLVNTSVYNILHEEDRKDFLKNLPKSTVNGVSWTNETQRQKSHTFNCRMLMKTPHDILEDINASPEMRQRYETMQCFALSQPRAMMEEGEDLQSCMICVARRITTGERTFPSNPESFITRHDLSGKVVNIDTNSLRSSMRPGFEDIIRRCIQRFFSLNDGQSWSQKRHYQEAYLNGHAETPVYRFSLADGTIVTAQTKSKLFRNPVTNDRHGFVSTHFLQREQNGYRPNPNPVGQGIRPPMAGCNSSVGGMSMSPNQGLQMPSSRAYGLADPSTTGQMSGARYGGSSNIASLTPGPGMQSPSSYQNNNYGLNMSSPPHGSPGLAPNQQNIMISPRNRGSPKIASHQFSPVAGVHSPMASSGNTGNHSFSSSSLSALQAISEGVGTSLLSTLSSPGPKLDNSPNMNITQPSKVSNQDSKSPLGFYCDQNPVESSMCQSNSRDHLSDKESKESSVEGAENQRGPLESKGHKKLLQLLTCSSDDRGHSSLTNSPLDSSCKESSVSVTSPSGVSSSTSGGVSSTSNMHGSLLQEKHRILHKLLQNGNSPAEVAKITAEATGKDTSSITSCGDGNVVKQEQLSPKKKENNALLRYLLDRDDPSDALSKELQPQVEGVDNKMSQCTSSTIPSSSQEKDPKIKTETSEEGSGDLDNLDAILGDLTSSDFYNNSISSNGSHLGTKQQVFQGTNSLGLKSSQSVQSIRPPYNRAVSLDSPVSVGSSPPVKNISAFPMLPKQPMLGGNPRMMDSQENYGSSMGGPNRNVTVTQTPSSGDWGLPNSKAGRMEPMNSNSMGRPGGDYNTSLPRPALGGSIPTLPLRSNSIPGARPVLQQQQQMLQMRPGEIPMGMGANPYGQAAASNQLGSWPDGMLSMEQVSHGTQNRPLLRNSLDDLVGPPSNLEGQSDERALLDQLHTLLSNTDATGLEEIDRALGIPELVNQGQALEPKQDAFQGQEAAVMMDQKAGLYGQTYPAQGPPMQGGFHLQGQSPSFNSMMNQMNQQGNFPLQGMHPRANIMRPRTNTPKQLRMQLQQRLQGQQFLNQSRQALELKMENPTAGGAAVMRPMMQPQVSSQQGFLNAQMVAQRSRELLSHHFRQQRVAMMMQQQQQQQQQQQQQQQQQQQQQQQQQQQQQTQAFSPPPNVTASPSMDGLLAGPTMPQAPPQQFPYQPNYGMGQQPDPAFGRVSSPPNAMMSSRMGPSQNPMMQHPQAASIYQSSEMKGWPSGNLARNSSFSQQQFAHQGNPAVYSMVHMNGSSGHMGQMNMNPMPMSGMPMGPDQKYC
NOD2 RIPK2 PPI = blocks binding of human NOD2 to RIPK2. O43353. CHO BLA complementation NOD2-RIPK2, CCF4 ratio. inhibition, % at 4.98 µM. 360,000 compounds, 0.38% hits. AID 624267; in the data active means inhibition above about 21%;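 further: 0% = vehicle only and 100% = reference blocker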
NR5A2 inv ag = suppresses constitutive activity of human LRH-1. HEK293T StAR-luciferase reporter, LRH-1 transfected, 24 h. O00482. inhibition, % at 3.6 µM. 360,000 compounds, 0.13% hits;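 active means inhibition above the mean inhibition of all tested compounds plus 3 SD, cut at about 73% in these data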;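 further: 0% = DMSO wells and 100% = reporter-only cells lacking LRH-1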
LMP1 NFkB inh = inhibitors of Epstein-Barr LMP1-induced NF-kappaB reporter; 350,000 compounds, 0.69% hits; LMP1-induced NF-kappaB luciferase reporter cells, luminescence; AID 504558; inhibition, % at 12.5 µM; in the data active means inhibition above about 41%;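 further: 0% = neutral control wells and 100% = reference inhibitor control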
MC4R antag cAMP = blocks human MC4R cAMP signaling | P32245 | AID 540295 | MC4R-expressing cells, MTII-stimulated cAMP, LANCE TR-FRET | inhibition, % at 6.5 µM | 360,000 compounds, 0.48% hits;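 active means inhibition above its plate's cutoff, the mean of tested wells on that plate plus 3 SD, cut at about 29% in these data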;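 further: 0% = Melanotan II alone and 100% = Melanotan II plus saturating MCL0020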
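Material: U2OS-MC4R stable cell line | Reagent: Melanotan II challenge after compound preincubation | Doses: One concentration, 6.5 µM nominal | Incubation: 30-min compound preincubation, 1-h Melanotan II challenge, 1-h detection, room temperature | Signal: TR-FRET cAMP assay | Replicates: One well per compound, no replicates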
Starred values were filed as active, the others as inactive; . = not tested or not shown. An excerpt, so the mix of outcomes need not match the whole.

MC4R ag barr,MC4R antag cAMP,NR2F2 inh,NCOA1 inh,NR5A2 inv ag,LMP1 NFkB inh,TLR9-MyD88 inh,NCOA3 inh,ABHD5 PLIN5 PPI,NOD2 RIPK2 PPI,SRC2 inh,smiles
0.3,10.1,5.4,-3.1,14.9,-7.4,2.1,-13.5,2.8,-23.2,-24.0,COc1cccc(-n2c(=O)[nH]cc(C(=O)Nc3ccc4c(c3)OCCO4)c2=O)c1
-0.8,8.5,-8.4,-15.8,-3.4,-8.1,-1.3,-11.5,-1.6,-7.0,12.0,Cc1cc(C)cc(NC(=O)CSc2nc(=O)n(CCN3CCOCC3)c3c2CCCC3)c1
0.6,24.9,-3.0,-15.8,-22.9,4.0,1.6,10.9,-8.3,-2.7,-15.1,Cc1ccc(S(=O)(=O)NNC(=O)C23CCC(CC2)C3)cc1
-0.9,-7.7,-9.1,-60.1,-19.6,-0.1,-2.9,-0.8,1.1,-13.6,-24.9,O=C(CN1CCCC1)N/N=C/c1ccc(-c2cccc(Cl)c2)o1
-3.0,1.0,1.9,4.3,3.4,4.4,4.2,21.2,1.4,11.7,-0.1,O=C(CCc1[nH]c2ccccc2c1Sc1ccccc1)N(CCO)CCO
0.5,-1.6,-5.7,-6.9,-15.3,-10.7,-1.5,-4.8,2.1,-6.7,-2.5,CCCCN(C)Cc1c(C)[nH]c2ccc(Cl)cc2c1=O
-0.8,-1.3,2.2,-10.8,-10.6,1.5,-5.9,-2.5,0.2,-4.2,-16.6,CCn1cc(C(=O)O)c(=O)c2cc(Br)ccc21
1.3,-0.6,-13.2,11.6,9.4,1.3,-5.5,24.4,-0.1,-0.9,6.7,COc1ccc(-n2c(=O)c3ccccc3n(CC(=O)NCC3CCCO3)c2=O)cc1 (configuration not stated)
-2.5,5.9,-2.9,-5.6,3.5,-10.0,-1.5,3.1,1.1,-0.2,-19.5,CCOC(=O)C(c1ccccc1)C(Nc1cc(C(F)(F)F)cc(C(F)(F)F)c1)c1ccccn1 (configuration not stated)
2.5,-0.4,9.5,5.7,-12.3,-3.3,-7.4,-3.7,2.0,-7.4,7.3,O=S1(=O)CCOC[C@H](CC2CCCCC2)N1Cc1ccc(F)cc1
2.4,-2.4,-6.8,8.8,6.6,-5.5,2.9,-21.9,-2.2,-4.2,-9.1,Clc1ccccc1-c1cc(COc2ccc3ccccc3c2)no1
-2.0,-3.0,13.2,-11.4,-4.5,3.4,-1.1,-2.1,-2.1,-7.1,1.5,Cc1nc2ncnn2c(C)c1CCC(=O)Nc1ccc(S(=O)(=O)N2CCCCCC2)cc1
-0.5,5.8,-16.9,-5.9,11.1,-4.5,-6.5,-0.2,-3.7,1.9,-19.7,Cc1cccc(C)c1OCC(=O)Nc1cc(Cl)ccc1-n1cncn1
0.3,-6.5,5.5,-5.1,25.4,-1.5,-1.1,13.2,4.8,-4.7,3.0,COc1ccc(-c2ccc3c(c2)C2CC3CCN2)cc1 (configuration not stated)
-1.3,6.1,-7.2,-10.5,6.8,1.7,5.8,0.9,-2.3,-0.8,-3.9,O=C(NCc1ccco1)c1cnc2n(c1=O)CCS2
-0.1,-4.2,41.2*,13.4,10.5,4.7,2.9,27.0,0.0,-1.2,10.5,O=C(c1cc2nc(-c3ccc(F)cc3)cc(C(F)(F)F)n2n1)N1CCCCC1c1cccnc1 (configuration not stated)

Random excerpt: 2 entries already listed.
MC4R ag barr,MC4R antag cAMP,NR2F2 inh,NCOA1 inh,NR5A2 inv ag,LMP1 NFkB inh,TLR9-MyD88 inh,NCOA3 inh,ABHD5 PLIN5 PPI,NOD2 RIPK2 PPI,SRC2 inh,smiles
-2.5,5.9,-2.9,-5.6,3.5,-10.0,-1.5,3.1,1.1,-0.2,-19.5,CCOC(=O)C(c1ccccc1)C(Nc1cc(C(F)(F)F)cc(C(F)(F)F)c1)c1ccccn1 (configuration not stated)
2.5,-0.4,9.5,5.7,-12.3,-3.3,-7.4,-3.7,2.0,-7.4,7.3,O=S1(=O)CCOC[C@H](CC2CCCCC2)N1Cc1ccc(F)cc1

Carrying on.
MC4R ag barr,MC4R antag cAMP,NR2F2 inh,NCOA1 inh,NR5A2 inv ag,LMP1 NFkB inh,TLR9-MyD88 inh,NCOA3 inh,ABHD5 PLIN5 PPI,NOD2 RIPK2 PPI,SRC2 inh,smiles
-0.9,15.5,16.6,22.6,-12.8,5.2,3.8,37.5,3.8,-5.8,-22.8,Cc1c(Cl)cccc1NC(=O)Nc1ccccc1C(N)=O
-2.2,-0.8,8.5,-16.1,-3.8,-0.9,3.5,7.7,-9.3,-7.3,-6.9,O=C(NNC(=O)c1ccco1)c1csc(N2CCOCC2)n1
-0.5,12.3,-7.1,-15.9,-38.4,-22.9,-1.0,-16.2,13.1,-10.8,-35.3,Nc1cc(N)nc(SCC(=O)Nc2ccc(Br)cc2Cl)n1
-0.8,2.1,-0.7,-6.7,11.9,0.0,-1.4,5.8,10.4,-2.5,-15.1,CCOc1ccc(NC(=O)C2CCCN(S(=O)(=O)c3ccc(-n4cnnn4)cc3)C2)cc1 (configuration not stated)
-3.1,3.0,0.7,-24.2,0.6,-8.3,-12.4,-17.6,0.6,-18.9,-54.1,CCN(Cc1ccccc1)S(=O)(=O)c1c(C)n(C)c(=O)n(C)c1=O
0.1,0.7,-12.4,3.9,-0.9,-8.1,-4.6,-12.4,9.6,13.8,7.6,COC(=O)CN1C(=O)[C@@H]2[C@H](C1=O)[C@@H]1CC(C(=O)OC)=C[C@@H](C(=O)OC)[C@@H]3C1=C(C(=O)[C@@]3(C)NC(=O)c1ccccc1)[C@@H]2C
0.5,-0.1,2.7,-22.0,-7.7,-8.7,4.2,-0.2,0.1,7.7,-22.4,CCOc1ccc(N(CC(=O)NCc2ccc(F)cc2)S(=O)(=O)c2c(C)noc2C)cc1
-0.3,-1.7,1.5,9.7,39.7,-5.5,2.3,14.3,4.3,-6.6,-47.6,O=C(COC(=O)c1cnccn1)Nc1ccc(Cl)cc1C(F)(F)F
1.4,20.1,-62.1,-40.8,-41.5,-17.4,4.0,-46.2,5.7,5.2,-18.9,CCOC(=O)c1cn2ccc(C)cc2n1
-3.0,6.6,-23.8,-5.8,8.7,-1.3,-2.2,5.2,2.0,-4.3,7.8,Cc1ccc(C(OCC(O)CN2CCCCC2CO)c2ccccc2)cc1 (configuration not stated)
-0.9,1.9,-14.4,5.1,-7.4,.,.,5.1,0.4,-6.8,-18.1,CCOc1ccccc1-c1cc(NC)ncn1
-2.1,1.8,8.5,-9.5,2.6,9.9,5.3,-5.9,-7.2,-10.8,4.7,Cc1ccc(C(O)c2nc3ccccc3n2C(C)C)cc1 (configuration not stated)
-1.8,5.2,5.3,-33.3,-38.5,-7.2,0.3,-12.1,-13.8,-5.0,-5.3,CCn1c(-c2ccccn2)nc2cc(S(=O)(=O)N(C)C)ccc21
-1.3,-1.4,6.8,2.7,9.9,5.7,-0.6,-27.5,-4.3,-14.5,30.6,CCC(C)n1c(SCC(=O)Nc2ccc3[nH]c(=O)[nH]c3c2)nc2ccccc2c1=O (configuration not stated)
-1.4,-1.4,-4.8,10.2,4.0,5.3,3.8,-13.0,-3.1,-1.7,-1.6,CCOc1ccc(N(CC(=O)NC2CCCCC2)C(=O)CCC(=O)Nc2cc(C)ccn2)cc1
-1.6,1.4,4.8,-1.9,7.8,-7.9,-2.2,4.1,-1.6,11.9,-13.5,CC(C)[C@H](NC(=O)NC1CCCc2ccccc21)C(=O)O (some centres not stated)
-1.2,5.4,13.9,65.0*,-35.8,57.4*,60.0*,69.6*,4.3,42.7*,10.5,CC(=NNc1nc2ccccc2o1)c1cc2ccccc2cn1
0.3,2.9,-15.4,8.4,9.3,-10.3,-7.8,-0.7,8.5,11.0,-16.3,CCOC(=O)c1cc(S(=O)(=O)NC2CCCCC2)cn1C
-1.8,1.1,-35.6,-63.8,-46.8,-12.6,-3.5,-82.0,-8.3,7.2,-40.5,CCCn1cnc2cc(NCc3ccc(Br)cc3)ccc21
-1.5,0.9,-4.6,-8.6,-19.7,4.2,0.5,5.4,-3.2,-6.2,35.0,CN=C1CC(SC)=C1c1ccc(C)cc1
-2.1,-1.1,3.3,-7.8,-2.4,-3.8,-3.2,-0.6,-5.1,-2.4,-26.9,CC(=O)NC1CC2CCCC(C1)N2C(=O)Nc1ccccc1 (configuration not stated)
-0.7,9.3,18.4,-1.4,-10.6,-1.3,4.1,-22.2,-4.7,2.7,13.1,CCCCc1cc(=O)oc2cc(OCC(=O)NC(Cc3c[nH]c4ccc(O)cc34)C(=O)O)ccc12 (configuration not stated)
1.9,14.9,-18.5,-6.6,-3.6,-4.3,-3.6,7.0,4.0,-8.2,-0.5,O=C(CSc1nnc2ccc(-c3ccco3)nn12)Nc1ccccc1F
21.7*,-1.5,-8.7,-21.0,-29.6,5.9,4.6,-24.1,16.4,-7.8,-6.0,Cc1ccc(O)c(C(=O)/C=C/c2ccc3c(c2)OCCO3)c1
-2.2,2.1,-3.5,21.9,-4.7,7.8,2.3,-1.3,-13.7,1.3,16.6,CC(O)CNc1nc(NCc2ccccc2)c2cnn(C)c2n1 (configuration not stated)
-0.6,4.4,2.8,-32.5,-13.8,-19.1,-4.4,-22.4,3.3,-13.0,-39.8,Nc1nnnn1/N=C/C=C/c1ccccc1
0.2,10.9,11.7,-12.2,-12.5,.,.,-19.4,-4.5,12.7,3.9,CCc1nc2c(OCc3ccc(F)cc3)cccn2c1N(C)C(=O)c1ccco1
-1.3,2.0,-8.6,17.5,38.5,-0.9,1.8,-4.2,0.1,-14.9,12.1,CC(C)n1nc(C(=O)Nc2nc3ccccc3[nH]2)c2ccccc2c1=O
-1.7,8.3,-12.8,3.0,-1.6,-3.2,-4.9,-1.9,0.3,0.3,13.9,COc1ccc(CNC(=O)CCSCc2cccc(F)c2)cc1
-0.9,11.7,-23.5,-70.8,-2.4,5.4,9.0,-22.6,-6.9,-1.4,21.0,COC(=O)CCCN=C1SCCN1Cc1ccccc1
0.0,5.3,13.4,1.4,-7.5,-0.6,-5.5,12.3,-1.9,-4.0,-5.2,Cc1ccn2cc(CCNS(=O)(=O)c3ccc([N+](=O)[O-])cc3)nc2c1
-1.0,15.0,12.2,-14.4,15.8,0.0,-6.1,6.8,0.3,4.8,4.4,COc1ccc2c(C)cc(SCC(=O)Nc3nsc(-c4ccc(C)cc4)n3)nc2c1
4.0,10.7,11.7,-6.0,-18.0,.,.,14.4,2.0,-11.6,14.9,Cc1c(C(=O)NCc2ccc3c(c2)OCCO3)sc(=O)n1Cc1ccccc1C(F)(F)F
1.8,-0.1,2.1,-19.5,3.4,-3.0,2.0,12.3,2.1,-16.7,10.6,CCCCNC(=O)C1CCCNC1=O (configuration not stated)
-1.4,15.1,-68.8,-97.2,-139.8,20.7,3.4,-80.6,2.4,-2.3,-50.9,c1csc(-c2nnc(-c3ccc(N4CCOCC4)cc3)o2)c1
-2.9,9.9,6.3,11.9,23.9,16.8,-6.3,21.0,5.7,-6.3,1.5,O=C(c1sccc1Cl)N1CCN(Cc2ccc3c(c2)OCO3)CC1
